Screening results deposited in PubChem BioAssay by several laboratories.
TWEAK Fn14 block: blocks TWEAK-Fn14 interaction in a reporter cell assay; TWEAK-stimulated Fn14 reporter cells, luciferase luminescence, 8 h; actives 2% (n = 360,000); inhibition, % at 10 µM; AID 1159606; in the data active = inhibition above about 50%
NCOA2 inhibitor: inhibits human steroid receptor coactivator 2; Q15596; HEK293 GAL4-SRC2 luciferase reporter, luminescence; inhibition, % at 9 µM; actives 0.17% (n = 370,000); AID 651957;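 active = inhibition above the mean inhibition of all tested compounds plus 3 SD, set per campaign, cut at about 52% in these data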;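 also: 0% = DMSO treated cells and 100% = cells given Gossypol at 36 µM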
Target sequence (Q15596 whole entry, looked up, the tested form may be a part): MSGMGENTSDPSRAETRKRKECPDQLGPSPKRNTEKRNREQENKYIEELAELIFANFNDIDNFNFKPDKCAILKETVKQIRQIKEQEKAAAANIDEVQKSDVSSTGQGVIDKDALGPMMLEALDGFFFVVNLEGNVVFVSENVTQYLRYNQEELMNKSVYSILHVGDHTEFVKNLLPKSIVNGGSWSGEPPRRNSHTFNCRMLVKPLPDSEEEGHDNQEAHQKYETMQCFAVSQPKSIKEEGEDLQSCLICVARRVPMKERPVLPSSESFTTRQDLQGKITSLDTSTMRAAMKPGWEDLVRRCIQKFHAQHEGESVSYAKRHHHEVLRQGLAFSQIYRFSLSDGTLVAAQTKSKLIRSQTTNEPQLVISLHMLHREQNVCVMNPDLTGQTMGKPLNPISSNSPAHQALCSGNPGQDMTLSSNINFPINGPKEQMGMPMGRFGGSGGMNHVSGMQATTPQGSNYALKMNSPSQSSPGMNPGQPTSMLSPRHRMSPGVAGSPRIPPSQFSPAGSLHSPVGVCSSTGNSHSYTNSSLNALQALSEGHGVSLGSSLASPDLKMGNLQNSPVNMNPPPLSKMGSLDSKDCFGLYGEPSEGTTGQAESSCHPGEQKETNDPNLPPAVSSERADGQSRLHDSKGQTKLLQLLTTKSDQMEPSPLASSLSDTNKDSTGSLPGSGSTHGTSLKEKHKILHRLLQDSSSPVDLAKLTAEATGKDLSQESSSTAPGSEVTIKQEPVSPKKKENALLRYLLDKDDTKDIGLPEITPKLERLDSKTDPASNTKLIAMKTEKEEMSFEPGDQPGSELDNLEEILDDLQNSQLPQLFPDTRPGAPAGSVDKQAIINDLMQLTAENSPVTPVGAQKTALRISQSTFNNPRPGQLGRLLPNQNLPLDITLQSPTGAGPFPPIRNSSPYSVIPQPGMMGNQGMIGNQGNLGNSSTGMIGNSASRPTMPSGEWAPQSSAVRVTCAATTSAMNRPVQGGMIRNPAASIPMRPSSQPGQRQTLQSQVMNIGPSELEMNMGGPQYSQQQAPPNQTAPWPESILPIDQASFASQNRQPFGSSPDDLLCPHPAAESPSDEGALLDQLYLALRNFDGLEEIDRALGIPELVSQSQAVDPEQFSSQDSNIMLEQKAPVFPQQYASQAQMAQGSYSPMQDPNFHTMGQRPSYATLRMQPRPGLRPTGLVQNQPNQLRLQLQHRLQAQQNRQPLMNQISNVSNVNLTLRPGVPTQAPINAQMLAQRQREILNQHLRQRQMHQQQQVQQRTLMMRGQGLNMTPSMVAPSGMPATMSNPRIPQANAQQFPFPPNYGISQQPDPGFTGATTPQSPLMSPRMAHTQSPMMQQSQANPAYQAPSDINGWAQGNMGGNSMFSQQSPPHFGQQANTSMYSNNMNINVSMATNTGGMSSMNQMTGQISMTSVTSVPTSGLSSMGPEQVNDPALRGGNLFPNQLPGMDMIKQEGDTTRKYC
TLR9-MyD88 block: blocks human TLR9 binding to MyD88 | Q9NR96+Q99836 | CHO BLA complementation TLR9-MyD88, CCF4 FRET ratio | inhibition, % at 4.98 µM | actives 0.21% (n = 340,000) | AID 504734;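 active = inhibition above the mean over all tested compounds plus 3 SD, cut at about 21% in these data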;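 also: 0% = DMSO only wells and 100% = clavulanate BLA inhibitor control wells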
ABHD5 PLIN5 PPI: blocks binding of human ABHD5 to perilipin-5. Q00G26+Q8WTS1. Split G. princeps luciferase complementation, luminescence, 4 h. inhibition, % at 4 µM. actives 0.78% (n = 360,000). AID 602281;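 active = inhibition above the mean inhibition across every tested compound plus 3 SD, cut at about 22% in these data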;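 also: 0% = DMSO only wells and the 100% control is not disclosed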
COUP-TFII inh: blocks human COUP-TFII nuclear receptor; P24468; HEK293T NGFI-A luciferase reporter, luminescence; inhibition, % at 8.6 µM; actives 0.7% (n = 370,000);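 active = inhibition above a per-plate cutoff, mean inhibition of test wells between control levels plus 3 SD, cut at about 38% in these data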;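 also: cells cotransfected with COUP-TFII expression vector driving the NGFI-A reporter; 0% = median of COUP-TF2 test wells and 100% = reporter-only cells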
LRH-1 inv ag: suppresses constitutive activity of human LRH-1; HEK293T StAR-luciferase reporter, LRH-1 transfected, 24 h; AID 602396; inhibition, % at 3.6 µM; actives 0.13% (n = 360,000);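 active = inhibition above the mean inhibition of all tested compounds plus 3 SD, cut at about 73% in these data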;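 also: 0% = DMSO wells and 100% = reporter-only cells lacking LRH-1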
NOD2-RIPK2 inh: inhibitors of human NOD2-RIPK2 interaction. O43353. CHO BLA complementation NOD2-RIPK2, CCF4 ratio. inhibition, % at 4.98 µM. actives 0.38% (n = 360,000); in the data active = inhibition above about 21%;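 also: 0% = vehicle only and 100% = reference blocker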
Exocytosis inh: lytic granule exocytosis inhibition; actives 0.66% (n = 360,000); inhibition, % at 10 µM; TALL-104 LAMP-1 surface exposure, flow cytometry; cells stimulated with thapsigargin and PMA;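 active = inhibition above about 55%, limit read from the data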
TROY signal inh: blocks TROY-dependent signaling in reporter cells; Q293 LMP1-TROYcd NF-kB luciferase reporter, 4 h; inhibition, % at 10 µM; actives 0.98% (n = 360,000); AID 1347056;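 active = compounds whose plate-normalised and pattern-corrected inhibition of the luciferase reporter signal at the single screening dose is 50% or more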
SRC1 inh: inhibitors of human steroid receptor coactivator 1 (SRC1). Q15788. HEK293 GAL4-SRC1 luciferase reporter, luminescence. inhibition, % at 3.6 µM. actives 0.12% (n = 360,000). AID 588354;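 active = inhibition above the campaign mean plus 3 SD, with each screening campaign given its own cutoff, cut at about 60% in these data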;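 also: 0% = DMSO treated cells and 100% = gossypol at 36 µM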
NCOA3 inh: inhibitors of human steroid receptor coactivator 3 (SRC3); actives 0.17% (n = 360,000); inhibition, % at 3.6 µM; HEK293 GAL4-SRC3 luciferase reporter, luminescence; Q9Y6Q9;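 active = inhibition above a per-campaign cutoff, the mean of all compounds plus 3 SD, cut at about 60% in these data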;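 also: 0% = DMSO-treated cells and 100% = gossypol-treated cells at 36 µM; higher means less SRC3-driven luciferase light from the GAL4 reporter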
Active calls of the source: *; . = no result given.

SMILES	TWEAK Fn14 block	NCOA2 inhibitor	TLR9-MyD88 block	ABHD5 PLIN5 PPI	COUP-TFII inh	LRH-1 inv ag	NOD2-RIPK2 inh	Exocytosis inh	TROY signal inh	SRC1 inh	NCOA3 inh
CCOC(=O)C1CCCN(S(=O)(=O)Cc2ccccc2)C1 (stereo not given)	2	-4	2	-1	-4	-10	-5	-4	6	-44	13
OCCN(Cc1cccnc1)Cc1ccccn1	15	9	7	-4	5	-7	-17	6	-4	-4	-19
CN(CC(=O)Nc1ccc([N+](=O)[O-])cc1Br)Cc1c(F)cccc1Cl	6	-8	0	-6	-6	-2	-5	34	17	17	11
CCOC(=O)c1c(C)[nH]c(C(=O)COC(=O)c2oc3ccccc3c2C)c1C	-34	-6	-2	0	7	-4	-3	8	-24	-2	-5
CCOC(=O)c1c(C)[nH]c(C(=O)N(C)CC(=O)Nc2ccc(OCC)c(OCC)c2)c1C	11	0	1	0	11	-21	-13	-2	4	8	3
Cc1ccc(S(=O)(=O)C2(C(=O)NCc3ccc4c(c3)OCO4)CC2)cc1	-4	7	-2	3	-3	-1	-9	-3	-12	15	4
O=C(CN1C(=O)c2ccc([N+](=O)[O-])cc2C1=O)Nc1cc(S(=O)(=O)N2CCOCC2)ccc1Cl	8	-2	1	-5	14	-8	-9	-16	-16	-16	15
CSc1ccc(Cn2c(C)c(C(=O)NCc3ccccc3C(F)(F)F)sc2=O)cc1	6	9	.	-9	10	-10	10	-4	27	-2	17
Cc1cccc(NC(=S)NC2CCCCC2)n1	-2	11	2	-15	6	-19	-3	-3	24	9	26
Cc1cc(C(=O)NCC(c2ccco2)N2CCCC2)c2ccccc2n1 (stereo not given)	6	-16	7	4	19	9	-1	3	-1	-5	-1
O=S1(=O)CC(N2CCC(Cc3ccccc3)CC2)CN1C1CCCCC1 (stereo not given)	-4	16	.	5	12	9	-7	-5	-17	20	6
S=C(NCCCn1ccnc1)NC1CCCCC1	12	13	-2	-4	-1	3	-12	0	11	-1	15
S=C(NCc1ccccc1)C(=S)NCc1ccccc1	11	-22	-10	-5	-2	-12	-7	97*	0	-10	-17
Cc1ccccc1-c1noc(-c2ccc(Cl)cc2)n1	-18	-10	-4	-3	-1	-9	3	-3	-54	-15	-25
O=C(Nc1cccc([N+](=O)[O-])c1)c1ccc(-c2ccccc2)cc1	2	-48	4	-6	-11	-13	34*	-5	-17	-36	-21
Cc1cc2nc(C3CCN(CC4COc5ccccc5O4)CC3)[nH]c2cc1C (stereo not given)	-8	-1	-9	10	-1	3	-7	1	3	11	-13
CCOc1ccc(-n2cc(C(=O)N3CCN(C)CC3)c3cc(OC)c(OC)cc3c2=O)cc1	-13	9	-1	1	4	6	-8	1	-73	-22	4
CC1(C(=O)Nc2ccc3c(c2)OCCO3)CCN1Cc1ccc(-c2ccccn2)cc1 (stereo not given)	12	4	.	5	2	-7	-2	0	-4	-3	1
CC(C)c1ccc(CNC(=O)CCc2ccccc2)cc1	-8	-14	-7	-10	-12	-1	-5	0	-18	-18	-12
CCOC(=O)[C@@H]1[C@H]2COc3cc(OC)ccc3[C@H]2N2C(=O)N(c3cccc(F)c3)C(=O)[C@@]12C	-17	6	7	-8	-6	9	3	-5	8	-17	-12
Cc1nnsc1SCCNC(=O)Nc1ccc(Cl)cc1	-29	-20	-6	-5	-51	-55	-5	11	-50	-58	-49
O=c1c2sc3ccccc3c2[nH]c(=S)n1CCN1CCOCC1	43	-6	13	2	-2	-5	-1	-3	-14	-16	-25
CCN(CC)C(=O)CSc1nc(-c2ccc(C)cc2)nc2c1COC(C)(C)C2	58*	-17	-3	-3	8	3	12	0	58*	3	7
CN(CCN1CCOCC1)C(=O)c1cc(COc2ccc(F)c(F)c2)on1	1	-76	-6	8	0	-4	8	5	-33	-21	-25

The final two entries of the part before open the next one.
SMILES	TWEAK Fn14 block	NCOA2 inhibitor	TLR9-MyD88 block	ABHD5 PLIN5 PPI	COUP-TFII inh	LRH-1 inv ag	NOD2-RIPK2 inh	Exocytosis inh	TROY signal inh	SRC1 inh	NCOA3 inh
CCN(CC)C(=O)CSc1nc(-c2ccc(C)cc2)nc2c1COC(C)(C)C2	58*	-17	-3	-3	8	3	12	0	58*	3	7
CN(CCN1CCOCC1)C(=O)c1cc(COc2ccc(F)c(F)c2)on1	1	-76	-6	8	0	-4	8	5	-33	-21	-25
Cc1ccc(N=Cc2ccc(O)cc2O)cc1F	31	-15	-18	5	-4	23	5	26	5	-114	7
CCC(C)(C)NC(=O)C(c1cccn1C)N(C(=O)Cn1nnc2ccccc21)c1ccc(NC(C)=O)cc1 (stereo not given)	-2	-18	-10	6	-9	9	3	2	-5	4	15
N/C(=N\c1nc2c(c(=O)[nH]1)CCC2)Nc1cccc(Cl)c1	14	-5	4	11	4	-7	-1	8	4	10	21
O=S(=O)(NCCO)c1cccc2cccnc12	-15	4	1	-4	-5	0	9	10	-2	-6	-17
CC(=O)NCC1(c2ccccc2)CCN(CCCC(=O)c2ccc(F)cc2)CC1	7	-28	-6	-2	-24	-2	-7	3	11	-19	12
O=C(NCc1ccc(F)cc1F)[C@@H]1CCCN1C(=O)[C@@H]1CCCN1	13	-47	.	0	10	7	-2	1	9	.	.
C=CCC[C@H](CCCCC)OC(=O)/C=C/[C@H](O)[C@@H](O)C[C@H](O)CC=C	9	4	.	-9	-3	19	-2	-1	4	.	.
CC(C)[C@H](NC(=O)Nc1cccc(Br)c1)C(=O)O	-19	-23	-12	-5	-6	-29	-13	15	-4	-11	-8
COc1cc(S(=O)(=O)NCc2ccncc2)c(OC)cc1Br	14	17	-5	3	18	2	2	-2	16	-45	19
C=CCn1c(SCC(=O)Nc2cc(C)on2)nc2ccccc21	-1	-11	-12	-3	12	0	-10	-5	-1	15	7
Cc1ccccc1C(=O)N/N=C/c1ccncc1	-11	-28	-2	-1	6	-11	-1	4	1	-40	-10
CCN(CC(=O)Nc1c(F)cccc1F)C(=O)CC1CCCCC1	-15	-34	-5	-2	7	-1	6	-3	-3	-6	9
CCCCOc1ccc(C(=O)NCCOc2cccc(OC)c2)cc1	8	8	-5	5	-6	-10	-8	2	-13	6	3
CCn1c(CC(=O)Nc2ccc(OC)cc2)nnc1SCC(=O)N1CCOCC1	14	-37	-14	11	-10	17	1	0	-16	-3	9
Cc1ccc(Nc2c(-c3ccc(C)o3)nc3cnccn23)cc1	0	-16	9	20	-68	-31	10	13	-54	-74	-37
Cc1cc(O)c(N)c(C)c1Cl	2	-18	2	1	-2	17	-4	17	-13	-9	21
Cc1cc(C)c(S(=O)(=O)NCC(CCC(=O)O)C(F)(F)F)c(C)c1 (stereo not given)	6	4	5	-2	7	8	-1	-3	-5	-20	8
CCn1c(SCC(=O)Nc2nc(-c3ccccc3)cs2)nnc1-c1ccccc1O	26	15	-9	4	31	-9	-3	-1	38	1	14
Cc1cccc(OCC(=O)NC2CCCC2)c1	3	3	6	-4	-8	-17	-11	-8	2	0	-10
Cc1nn(Cc2ccccc2)c(C)c1C(=O)NCCN1C(=O)S/C(=C\c2ccc(F)cc2)C1=O	-17	-5	3	-2	4	5	-13	-4	-5	-10	12
CC(C)N(C)Cc1nnnn1CC(=O)N(C)Cc1ccc(F)cc1	-1	13	-1	-3	-6	-18	-6	3	-9	-13	-5
CC(=O)c1cccc(-c2ccnc3c2CC(C(=O)NCc2ccncc2)O3)c1 (stereo not given)	34	-8	.	1	-22	22	3	-3	20	-6	6
O=C(Nc1cccnc1Cl)C1CCCN(c2ncnc3c2nc2n3CCCCC2)C1 (stereo not given)	-16	-22	-7	21	14	-8	-9	1	4	7	0
O=C(COc1ccc(Br)cc1)NCCCNC(=O)c1cccnc1	-5	32	-2	4	-5	13	1	-3	-2	-10	12
O=C1C2CC=C(Cl)CC2C(=O)N1c1ncn[nH]1 (stereo not given)	12	3	4	6	2	11	-5	-1	4	4	-1
CCOC(=O)C1=NN(C(=O)c2ccc(C)cc2)C(O)(c2ccc(Cl)cc2)C1 (stereo not given)	-34	-6	11	-2	15	-6	6	1	46	-17	-6
O=c1oc2cc([N+](=O)[O-])ccc2nc1/C=C(\O)c1cccc(Br)c1	-1	-11	4	-11	-7	-3	-14	-2	3	-7	5
CCC(C)N(C)C1CCN(C(=S)Nc2ccc(OC)cc2)CC1 (stereo not given)	5	-2	0	-4	6	-23	7	3	8	-12	-1
C=CCNC(=S)NNC(=O)c1cc(Cl)ccc1OC	-4	4	.	4	4	-3	-10	-2	10	16	-17
CCOc1ccccc1C1CC(c2ccccc2)Nc2nc(N)nn21 (stereo not given)	8	5	-4	0	-4	14	-9	0	8	7	-15

3 entries out of the list, sorted by molar mass, ascending:
SMILES	TWEAK Fn14 block	NCOA2 inhibitor	TLR9-MyD88 block	ABHD5 PLIN5 PPI	COUP-TFII inh	LRH-1 inv ag	NOD2-RIPK2 inh	Exocytosis inh	TROY signal inh	SRC1 inh	NCOA3 inh
O=C1C2CC=C(Cl)CC2C(=O)N1c1ncn[nH]1 (stereo not given)	12	3	4	6	2	11	-5	-1	4	4	-1
CCOc1ccccc1C1CC(c2ccccc2)Nc2nc(N)nn21 (stereo not given)	8	5	-4	0	-4	14	-9	0	8	7	-15
O=c1oc2cc([N+](=O)[O-])ccc2nc1/C=C(\O)c1cccc(Br)c1	-1	-11	4	-11	-7	-3	-14	-2	3	-7	5

For convenience, 3 of the compounds above.
SMILES	TWEAK Fn14 block	NCOA2 inhibitor	TLR9-MyD88 block	ABHD5 PLIN5 PPI	COUP-TFII inh	LRH-1 inv ag	NOD2-RIPK2 inh	Exocytosis inh	TROY signal inh	SRC1 inh	NCOA3 inh
O=C1C2CC=C(Cl)CC2C(=O)N1c1ncn[nH]1 (stereo not given)	12	3	4	6	2	11	-5	-1	4	4	-1
CCOC(=O)C1=NN(C(=O)c2ccc(C)cc2)C(O)(c2ccc(Cl)cc2)C1 (stereo not given)	-34	-6	11	-2	15	-6	6	1	46	-17	-6
O=c1oc2cc([N+](=O)[O-])ccc2nc1/C=C(\O)c1cccc(Br)c1	-1	-11	4	-11	-7	-3	-14	-2	3	-7	5

A portion of the library; count on the stated rates, not on these rows.
